# M1 ag parental – M1 agonist counterscreen hit in parental CHO-K1 cells. Fluo-8 calcium fluorescence; scaled to maximal ATP response, vehicle zero. activation, % at 3 µM. 360,000 tested, 0.48% active. AID 602248; in the data active = activation above about 15%;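 also: untransfected CHO-K1 host cells lacking M1 receptor as counterscreen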
# CHRM1 agonist – human M1 muscarinic receptor agonism. CHO-K1 hM1, Fluo-8 calcium fluorescence, agonist mode; 0% DMSO, 100% acetylcholine EC100. activation, % at 3 µM. 360,000 tested, 0.33% active. AID 588814;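 active = activation above the run's mean compound activation plus 3 SD, cut at about 16% in these data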;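 also: peak over basal fluorescence ratio within a 140 s kinetic read after compound addition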
# Target sequence (P11229 whole entry, looked up): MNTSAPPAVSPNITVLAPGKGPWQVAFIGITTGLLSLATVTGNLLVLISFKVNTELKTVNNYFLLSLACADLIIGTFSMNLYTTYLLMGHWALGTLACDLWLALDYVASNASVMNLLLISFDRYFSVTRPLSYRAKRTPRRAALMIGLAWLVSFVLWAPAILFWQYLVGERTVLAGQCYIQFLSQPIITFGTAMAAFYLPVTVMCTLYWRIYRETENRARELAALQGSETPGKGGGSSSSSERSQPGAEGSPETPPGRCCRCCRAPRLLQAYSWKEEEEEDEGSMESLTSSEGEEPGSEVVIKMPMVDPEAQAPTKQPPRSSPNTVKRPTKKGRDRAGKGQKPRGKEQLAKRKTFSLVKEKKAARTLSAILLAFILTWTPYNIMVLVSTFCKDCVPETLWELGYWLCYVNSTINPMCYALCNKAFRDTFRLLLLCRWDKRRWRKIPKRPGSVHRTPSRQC
# CHRM1 antagonist – human CHRM1 antagonism | P11229 | CHO-K1 hM1, Fluo-8 calcium fluorescence, ACh EC80 antagonist | inhibition, % at 3 µM | 360,000 tested, 1.3% active;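 active = percent inhibition above its own plate's cutoff, namely the mean of that plate's compound wells plus 3 SD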;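 also: peak over basal fluorescence ratio during 140 s after agonist addition; 0% = ACh EC80 plus DMSO and 100% = DMSO alone without agonist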
# OXTR potentiate – human OXTR potentiation; CHO-OTR cells, Fluo-8 calcium fluorescence, potentiator mode; 0% = oxytocin EC15, 100% = EC100; activation, % at 3 µM; 320,000 tested, 0.061% active; AID 2445;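 active = activation above that plate's cutoff, the mean activation of tested compounds plus 3 SD, cut at about 6.6% in these data, passing the limit was not always enough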;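 also: 100% uses oxytocin at 75 nM as the full agonist control; some results filed as inactive read as strong as hits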
# Target sequence (P30559 whole entry, looked up): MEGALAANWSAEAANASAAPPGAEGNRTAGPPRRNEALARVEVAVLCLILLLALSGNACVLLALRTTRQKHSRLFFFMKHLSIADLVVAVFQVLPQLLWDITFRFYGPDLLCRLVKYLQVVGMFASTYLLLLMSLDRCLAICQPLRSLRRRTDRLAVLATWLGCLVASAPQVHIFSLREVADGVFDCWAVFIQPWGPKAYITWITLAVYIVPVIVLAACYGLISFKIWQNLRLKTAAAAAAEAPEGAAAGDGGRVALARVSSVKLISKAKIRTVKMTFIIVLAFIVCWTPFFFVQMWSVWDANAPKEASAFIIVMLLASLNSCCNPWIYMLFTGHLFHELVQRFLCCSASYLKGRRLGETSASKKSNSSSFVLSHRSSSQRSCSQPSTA
#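 System: human OTR in CHO cells; Also added: sub-maximal oxytocin, roughly EC15; Timing: compound 6 min at room temperature before oxytocin, 100 s read; Technique: Fluo-8 intracellular calcium fluorescence, ex 470-495, em 515-575 nm; Controls: oxytocin EC15 low and EC100 high; Replication: singlicate.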
# TAAR1 antag – human TAAR1 antagonism | inhibition, % at 3 µM | CHO RD-HGA16 TAAR1, Fluo-8 calcium fluorescence, antagonist | Q96RJ0 | 360,000 tested, 1.5% active;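 active = inhibition above a per-plate cutoff, the mean inhibition of test compounds on that plate plus 3 SD, cut at about 49% in these data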;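 also: 0% = DMSO plus EC80 beta-PEA response and 100% = DMSO alone without agonist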
#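 Test system – hTAAR1-expressing CHO RD-HGA16 cells, Gα16-coupled · Also added – β-PEA at EC80 concentration, post-compound challenge · Compound – 3 µM, single point · Incubation – dye loading 75 min at 37 °C, then 30 min room temperature · Measured by – Fluo-8 intracellular calcium dye fluorescence, real-time kinetic reads · Benchmarks – vehicle and agonist controls · Replicates – singlicate, one well per test compound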
# TAAR1 agonist – human TAAR1 agonism. Q96RJ0. CHO RD-HGA16 TAAR1, Fluo-8 calcium fluorescence; vehicle wells 0%, saturating PEA agonist 100%. activation, % at 3 µM. 360,000 tested, 0.99% active. AID 624467;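 active = activation above the mean activation of all test compounds in the run plus 3 SD, cut at about 38% in these data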
#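 Assay system: CHO-derived RD-HGA16 cells with stable Gα16 and human TAAR1; timing: 17-24 h seeding, 75 min 37 °C dye, 30 min RT; read-out: % activation from peak over basal fluorescence ratio, DMSO-to-PEA scaled; measured by: kinetic Fluo-8 calcium fluorescence; benchmarks: low control DMSO, high control PEA (EC100); doses: 3 µM single concentration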
# M1 PAM parental – counter-screen for M1 PAMs: effect in parental CHO-K1 cells; ATP EC20, Fluo-8 calcium fluorescence; 0% at ATP EC20, 100% at ATP max; activation, % at 3 µM; 360,000 tested, 0.02% active; AID 602247;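 active = activation above the run cutoff, the mean activation of all test compounds plus 3 SD, cut at about 40% in these data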;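 also: peak over basal fluorescence ratio in a 140 s read after ATP addition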
# CHO parental Ca – counter-screen: ATP calcium response change in parental CHO cells | parental CHO-K1, ATP-induced calcium, Fluo-8 fluorescence | inhibition, % at 5.6 µM | 330,000 tested, 0.63% active;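 active = inhibition above that plate's mean sample inhibition plus 3 SD, cut at about 26% in these data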;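 also: 0% = ATP-challenged DMSO wells and 100% = DMSO wells without ATP; some compounds past the cut are filed as inactive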
#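 test system = CHO parental line | reagent = ATP stimulus | measured by = intracellular calcium via Fluo-8 no-wash fluorescent dye | control set = ATP and no-ATP DMSO wells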
# CHO-K1 Ca antag – nonselective inhibitor or artifact in parental CHO-K1 cells; inhibition, % at 3 µM; 360,000 tested, 0.6% active; AID 602250; ATP-induced calcium, Fluo-8 fluorescence;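 active = inhibition above a per-plate cutoff, the plate's mean sample inhibition plus 3 SD, cut at about 24% in these data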;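 also: 0% = DMSO plus EC80 ATP and 100% = DMSO alone without ATP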
# The depositor's hits bear a star; nt = no result given.
SMILES,M1 ag parental,CHRM1 agonist,CHRM1 antagonist,OXTR potentiate,TAAR1 antag,TAAR1 agonist,M1 PAM parental,CHO parental Ca,CHO-K1 Ca antag
O=S(=O)(Nc1nc2ccccc2nc1Cl)c1ccccc1C(F)(F)F,0.4,2,-11,-3,-10,6,-2,1,-8
O=S(=O)(c1cccnc1)N1CCCC(Nc2ccc(F)c(F)c2)C1 (configuration not stated),1.6,-2,-20,nt,-28,3,17,nt,-15
CN(C)c1ccc(N=Nc2cccc(F)c2)cc1,-0.1,4,-14,-1,7,-1,28,4,3
CN(CC(=O)Nc1ccccc1Cl)C(=O)CN1C(=O)C2CCCCC2C1=O (configuration not stated),1.8,1,-15,-4,-15,1,21,-6,-9
COc1cc(/C=N/N2CCN(c3ccccc3OC)CC2)ccc1OC(C)=O,0.8,-2,0,-7,5,0,20,-14,-16
Cc1cc(C)cc(N(C(C)C(=O)N2CCCC2)S(C)(=O)=O)c1 (configuration not stated),0.9,-3,-3,-5,-1,9,27,3,-14
COc1nc(-c2ccccc2)cc(C(F)(F)F)n1,0.4,-2,-2,-4,6,0,-14,-1,-3
CCCn1c(N)c(C(=O)COC(=O)/C=C/c2ccc(OC(F)F)c(OC)c2)c(=O)[nH]c1=O,1.0,-2,-10,-10,1,12,7,-8,-7
CC(C(=O)O)n1nnc2ccccc21 (configuration not stated),-0.1,0,-1,3,-9,-2,1,-1,1
COc1cccc2cc(C(=O)C3=C(O)C(=O)N(CCN4CCOCC4)C3c3ccc(Cl)cc3)oc12 (configuration not stated),0.4,-4,-4,-1,-11,1,14,-15,-16
COc1ccccc1-c1coc2c(CN3C(C)CCCC3C)c(O)ccc2c1=O (configuration not stated),-0.4,-3,-21,-9,3,0,-13,-8,6
N#CC1=C(N)SC(C(=O)c2ccccc2)C1c1cccs1 (configuration not stated),2.2,-5,5,-12,7,0,17,-5,-13
CCOC(=O)c1cc(C)sc1NC(=O)CN1CCN(C(=O)c2ccco2)CC1,1.9,5,2,-9,35,42*,7,87*,-4
CC(C)CCOC(=O)C(C)Sc1n[nH]c(=O)[nH]c1=O (configuration not stated),0.5,-2,-2,-2,-18,0,7,-5,-3
CCCCc1ccc(NC(=O)NCc2ccccn2)cc1,-0.6,0,-11,2,-19,-1,-24,-4,21
Cc1n[nH]c(=O)c2c(NC(=O)CSc3nc4ccccc4c(=O)n3C(C)C)oc(C)c12,0.1,-1,2,-6,-29,2,5,-26,0
Cc1ccnc(NC(=O)c2cccc(S(=O)(=O)NCc3ccccc3)c2)c1,1.0,1,-1,-15,-16,8,15,-17,-2
CCCS(=O)(=O)N1CCN(CCN2C(=O)c3cccc4cccc(c34)C2=O)CC1,1.0,-5,7,0,18,0,-13,-17,14
O=S(=O)(NCC1(N2CCOCC2)CCCCC1)c1ccc(Cl)cc1C(F)(F)F,-0.2,-4,-1,0,-21,1,-3,-23,-6
O=C(Cc1ccccc1)NN1C(=O)C2C3C=CC([C@@H]2C1=O)C31CC1 (some centres not stated),0.3,-2,8,-8,-9,1,16,-7,-7
COc1ccc(C(=O)NCC(=O)OCC(=O)NC2CCCCCC2)cc1,0.5,-4,8,-2,14,1,-18,-11,4
Cc1ccc(S(=O)(=O)c2nc(S(C)(=O)=O)sc2N2CC(C)OC(C)C2)cc1 (configuration not stated),2.0,-2,-6,2,-18,-1,8,-8,-14
CC(C)(C)OC(=O)CNC(=O)c1[nH]cnc1C(=O)Nc1ccc(CNC(=O)OC(C)(C)C)cc1,5.9,0,52*,-12,59*,27,-19,-34,13
COc1ccc(OC)c2[nH]c(=O)c(CCNC(=O)C(=O)c3c(C)[nH]c4ccccc34)cc12,2.1,-8,-9,-2,8,5,16,-4,-2
Cc1cccn2c(=O)c3cc(C(=O)NCCN4CCOCC4)c(=N)n(Cc4cccnc4)c3nc12,0.2,-7,2,2,-9,1,-18,-4,6
SMILES,M1 ag parental,CHRM1 agonist,CHRM1 antagonist,OXTR potentiate,TAAR1 antag,TAAR1 agonist,M1 PAM parental,CHO parental Ca,CHO-K1 Ca antag
Cc1cn(C2CCCO2)c(=O)nc1N (configuration not stated),1.9,-1,-21,nt,8,5,21,nt,-19
O=C(COc1cccc(NC(=O)c2cccc([N+](=O)[O-])c2)c1)c1ccc(Br)cc1,0.9,0,26,-13,83*,19,1,9,5
CCOCCCNC(=S)N1CCC(C(=O)c2ccc(C)cc2)CC1,0.4,1,-4,-9,10,-1,-1,-10,2
O=C(Nc1nonc1-c1ccc(Cl)cc1)c1ccccc1,4.2,-4,4,-2,-12,7,6,-30,-7
Cc1cc(=O)[nH]c(SCC(=O)Nc2ccc(Br)cc2)n1,1.0,-1,-6,-9,-2,0,9,-3,-4
COC(=O)c1cc2occc2n1Cc1nc(-c2ccccc2Cl)oc1C,0.7,-12,19,-2,2,-1,23,-21,-13
Cc1cccc(N2CCN(C(=O)c3cccc(S(=O)(=O)N4CCc5ccccc5C4)c3)CC2C)c1 (configuration not stated),-0.2,-8,23,-6,3,3,23,-27,-2
CC(=O)c1cnc(-c2ccccc2Cl)s1,0.4,-4,-21,3,10,0,5,-7,-20
Cc1cccc(C)c1NC(=O)CSc1ccc([N+](=O)[O-])cn1,0.2,-3,3,-2,8,1,4,-8,6
CCN(CC)c1ccc(N)cc1,4.3,-4,16,-3,nt,nt,-12,4,8
CCCNC(=O)CCn1cc(-c2ccc(OC)cc2)nc1CCN,0.8,-6,0,2,16,4,12,-10,-10
CCOC1=C2CN(S(=O)(=O)c3ccc(C)cc3)[C@H](c3ccccc3)C[C@@H]2N(S(C)(=O)=O)[C@H](c2ccccc2)C1,1.1,0,1,nt,-42,1,0,nt,8
Oc1ccc(Nc2nc(-c3ccc4ccccc4c3)cs2)cc1,1.3,-4,-11,-8,20,11,-7,0,8
Cc1nc([N+](=O)[O-])c(C(=O)OCc2ccccc2Br)n1C,2.1,-6,-3,-11,-14,2,-1,-1,-7
Cc1cccc(OCC(=O)NC(=S)Nc2ccccc2N2CCOCC2)c1,1.0,-5,-8,-2,6,5,6,-18,-3
O=c1ccc(-c2ccc(S(=O)(=O)N3CCN(c4ccccc4)CC3)o2)n[nH]1,1.2,2,-3,-7,-4,0,22,2,-11
O=C(N/N=C/c1ccccn1)c1cc(-c2ccc(Br)cc2)nc2ccccc12,12,1,-11,-8,6,0,32,20,-16
CC(=O)Nc1ccc(S(=O)(=O)N(C)CC(=O)N/N=C/c2cccs2)cc1,1.2,-1,-6,-8,-1,7,11,-10,-2
CC(C)(C)NS(=O)(=O)c1ccc(NS(=O)(=O)c2ccc(F)cc2)cc1,0.6,-2,2,-16,-1,1,9,8,-8
CCCOC(=O)Nc1ccc(C(N)=O)cc1,0.3,0,-10,-11,17,7,14,-9,-12
COCCN(CCOC)S(=O)(=O)c1ccc(C(=O)Nc2nc(-c3ccncc3)cs2)cc1,6.6,-2,-1,-11,16,12,-11,-3,-9
CC(C)=CCN1CCN(Cc2ccc3nsnc3c2)CC1CCO (configuration not stated),0.4,-7,-3,-11,-3,2,6,6,-2
NC(=O)CN1C(=O)C(O)(CC(=O)/C=C\C=C\c2ccccc2)c2ccccc21 (configuration not stated),0.1,-5,-2,-12,-8,10,16,-9,-7
CSc1ccccc1NC(=O)COC(=O)CCC(=O)c1ccc(F)cc1,-0.3,-1,-11,2,-21,-2,-3,-4,-12
OCC[C@@H]1C[C@H](O)[C@@H](O)[C@@]2(Cc3ccccc3CO2)O1,-0.2,-4,15,3,-2,7,6,7,-9

# A second format for part of the listing above:
# Value order – M1 ag parental | CHRM1 agonist | CHRM1 antagonist | OXTR potentiate | TAAR1 antag | TAAR1 agonist | M1 PAM parental | CHO parental Ca | CHO-K1 Ca antag
CCCCc1ccc(NC(=O)NCc2ccccn2)cc1
    -0.6 | 0 | -11 | 2 | -19 | -1 | -24 | -4 | 21
Cc1n[nH]c(=O)c2c(NC(=O)CSc3nc4ccccc4c(=O)n3C(C)C)oc(C)c12
    0.1 | -1 | 2 | -6 | -29 | 2 | 5 | -26 | 0
Cc1ccnc(NC(=O)c2cccc(S(=O)(=O)NCc3ccccc3)c2)c1
    1.0 | 1 | -1 | -15 | -16 | 8 | 15 | -17 | -2

# Next section:
SMILES,M1 ag parental,CHRM1 agonist,CHRM1 antagonist,OXTR potentiate,TAAR1 antag,TAAR1 agonist,M1 PAM parental,CHO parental Ca,CHO-K1 Ca antag
COc1cc2c(cc1OC)CN(CC(=O)Nc1ccc(Cl)c(S(=O)(=O)N(C)C)c1)CC2,1.6,-6,-3,1,nt,nt,17,-3,-15
CCN(CC)C(=O)CSc1nc2ncc(Br)cc2[nH]1,0.7,-2,5,-10,-4,0,3,-19,-7
Cn1c(=O)n(Cc2ccc(Cl)cc2)c2ccccc21,0.3,-14,-4,-5,0,10,-1,-13,-5
COCCNC(=O)C(c1cccs1)N(CCc1ccccc1)C(=O)Cn1nnc2ccccc21 (configuration not stated),0.1,-1,-34,-11,5,40*,8,-21,-8
O=C1C(NS(=O)(=O)c2ccc(Cl)cc2)=C(N2CCCCC2)C(=O)c2ccccc21,0.2,-7,-12,-5,26,4,30,-38,-7
Cc1cc(=O)n2[nH]c(NCc3c(F)cccc3Cl)nc2n1,-0.4,-5,-7,-7,-1,6,6,12,4
Cc1cccc(NS(=O)(=O)c2c(C)noc2C)c1,-0.1,-13,13,-5,-3,1,-9,-19,5
CC(C)n1nc(C(=O)OCC(=O)NCCc2ccc(S(N)(=O)=O)cc2)c2ccccc2c1=O,-0.9,-4,-2,nt,-43,9,7,nt,-2
O=c1c2ccccc2ncn1CCCCOc1ccc(Br)cc1,0.4,-5,-5,-6,15,0,9,8,-12
COc1ccc(O)c(C(=O)c2cc(C#N)c(=O)n(-c3ccc(Cl)cc3)c2)c1,7.8,2,-2,-6,-18,4,14,-20,-10
Cc1sc2ccccc2c1CNC[C@H]1O[C@@H](n2ccc(N)nc2=O)[C@H](O)[C@@H]1O,0.2,-2,-13,nt,16,5,-3,nt,8
COC(=O)c1ccc(CNC(=O)c2ccc3oc(C(C)C)nc3c2)cc1,1.6,-1,-20,-10,16,-2,13,6,-5
COc1ccc(/C=N/N=C2/NC(=O)C(c3ccccc3)S2)c(OC)c1 (configuration not stated),0.7,-3,-23,-13,-29,1,33,-6,-21
O=C(CSc1nc2ccc(Cl)cc2[nH]1)NCc1ccco1,0.4,-3,-5,-12,5,5,-3,-9,0
O=c1cc(N2CCN(Cc3ccccc3)CC2)[nH]c(=O)n1-c1ccc(Br)cc1,-0.1,-3,-10,-6,-18,0,7,-9,8
CCN(C(=S)NCc1ccccc1)c1ccccc1,0.2,-11,-3,4,-2,2,16,-1,6
COc1cccc2c1OC1(N3CCOCC3)CCCCC1C2C[N+](=O)[O-] (configuration not stated),0.7,-5,-2,nt,-23,1,6,nt,-8

# Bioassay records from PubChem BioAssay.
